# CHO-K1 Ca ag – nonselective activator or artifact in parental CHO-K1 cells; Fluo-8 calcium fluorescence; scaled to maximal ATP response, vehicle zero; activation, % at 3 µM; 0.48% of 360,000 active; in the data active means activation above about 15%;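 further: untransfected CHO-K1 host cells lacking M1 receptor as counterscreen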
# M5 antag – blocks acetylcholine activation of human M5 receptor | inhibition, % at 3 µM | 0.59% of 360,000 active | CHO-hM5 cells, Fluo-8 calcium fluorescence, ACh EC80 | AID 624040 | P08912;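 active means inhibition above a per-plate cutoff, the mean of that plate's test compounds plus 3 SD, cut at about 27% in these data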;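 further: 0% = acetylcholine EC80 with DMSO and 100% = DMSO without agonist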
# Target sequence (P08912 whole entry, looked up): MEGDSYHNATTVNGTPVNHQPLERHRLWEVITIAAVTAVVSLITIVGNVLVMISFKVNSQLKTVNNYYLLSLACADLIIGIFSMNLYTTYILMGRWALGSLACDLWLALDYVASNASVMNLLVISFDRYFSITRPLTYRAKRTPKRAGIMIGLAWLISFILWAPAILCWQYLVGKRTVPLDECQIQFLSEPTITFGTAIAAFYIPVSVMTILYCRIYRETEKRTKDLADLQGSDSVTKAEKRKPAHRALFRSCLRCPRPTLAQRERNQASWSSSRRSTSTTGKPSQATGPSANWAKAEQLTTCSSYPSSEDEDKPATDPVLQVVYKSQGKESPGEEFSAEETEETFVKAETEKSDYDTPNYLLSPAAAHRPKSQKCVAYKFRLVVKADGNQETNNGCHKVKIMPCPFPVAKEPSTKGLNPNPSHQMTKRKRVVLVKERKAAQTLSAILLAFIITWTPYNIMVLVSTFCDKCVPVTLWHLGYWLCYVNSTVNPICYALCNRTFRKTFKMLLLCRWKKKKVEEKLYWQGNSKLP
# M4 antag – antagonists of human muscarinic M4 receptor (CHRM4); P08173; CHO-hM4 cells, ACh EC80, Fluo-8 calcium fluorescence; inhibition, % at 3 µM; 0.73% of 360,000 active; AID 624125;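 active means inhibition above its plate's cutoff, the mean inhibition of sample wells plus 3 SD, cut at about 27% in these data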;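 further: 0% = acetylcholine EC80 with DMSO and 100% = DMSO without agonist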
# Target sequence (P08173 whole entry, looked up): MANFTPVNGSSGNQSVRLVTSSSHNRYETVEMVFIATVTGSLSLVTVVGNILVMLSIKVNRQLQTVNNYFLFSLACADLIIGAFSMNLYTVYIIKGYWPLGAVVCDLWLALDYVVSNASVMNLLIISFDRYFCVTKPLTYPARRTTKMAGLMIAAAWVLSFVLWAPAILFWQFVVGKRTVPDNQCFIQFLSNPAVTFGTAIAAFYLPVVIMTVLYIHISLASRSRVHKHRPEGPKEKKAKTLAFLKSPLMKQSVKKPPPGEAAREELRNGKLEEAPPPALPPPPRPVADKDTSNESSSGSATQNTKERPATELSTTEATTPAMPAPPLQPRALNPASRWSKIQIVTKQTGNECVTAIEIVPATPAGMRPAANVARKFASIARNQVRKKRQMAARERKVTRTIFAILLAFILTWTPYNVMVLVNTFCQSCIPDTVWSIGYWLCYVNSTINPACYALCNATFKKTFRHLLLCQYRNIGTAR
# CHO-K1 Ca PAM – nonselective activator or artifact in parental CHO-K1 calcium assay; AID 602247; ATP EC20, Fluo-8 calcium fluorescence; 0% at ATP EC20, 100% at ATP max; activation, % at 3 µM; 0.02% of 360,000 active;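 active means activation above the run cutoff, the mean activation of all test compounds plus 3 SD, cut at about 40% in these data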;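 further: peak over basal fluorescence ratio in a 140 s read after ATP addition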
# CHRM5 PAM – CHRM5 positive allosteric modulation. P08912. CHO-K1 hM5, Fluo-8 calcium, ACh EC20 PAM; 0% = ACh EC20, 100% = ACh EC100. activation, % at 3 µM. 0.3% of 360,000 active. AID 624038;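 active means activation above the run cutoff, the mean activation of all test compounds plus 3 SD, cut at about 18% in these data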
#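 System – CHO-K1 hM5 cells · Compound – 3 µM, single dose · Incubation – compound preincubation 140 s before EC20 acetylcholine addition · Technique – Fluo-8 calcium fluorescence · Measure – Max/basal fluorescence ratio as % of EC20–EC100 ACh window · Benchmarks – low control EC20 acetylcholine (0%), high control EC100 acetylcholine (100%) · Replication – singlicate, one well per test compound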
# M4 ag – CHRM4 agonism in calcium assay; 0.14% of 360,000 active; activation, % at 3 µM; CHO-K1 hM4/Gqi5, Fluo-8 calcium fluorescence; vehicle 0%, full acetylcholine response 100%;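 active means activation above the run mean over all test wells plus 3 SD, cut at about 32% in these data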;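 further: peak over basal fluorescence ratio per well then scaled between controls; 0% = DMSO wells and 100% = acetylcholine at EC100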
# CHRM5 agonist – CHRM5 agonism in calcium assay; P08912; CHO-K1 hM5 cells, Fluo-8 calcium fluorescence; 0% DMSO wells, 100% maximal acetylcholine response; activation, % at 3 µM; 0.19% of 360,000 active; AID 624037;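 active means activation above the run's mean over test compounds plus 3 SD, cut at about 23% in these data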;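 further: signal is peak over basal fluorescence ratio across the kinetic read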
# CHO-K1 Ca antag – M1 antagonist counterscreen hit in parental CHO-K1 cells; ATP-induced calcium, Fluo-8 fluorescence; AID 602250; inhibition, % at 3 µM; 0.6% of 360,000 active;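 active means inhibition above a per-plate cutoff, the plate's mean sample inhibition plus 3 SD, cut at about 24% in these data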;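 further: 0% = DMSO plus EC80 ATP and 100% = DMSO alone without ATP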
# M4 PAM – positive allosteric modulators of human muscarinic M4 receptor. P08173. CHO-K1 hM4/Gqi5, Fluo-8 calcium fluorescence, ACh EC20; 0% = ACh EC20, 100% = maximal ACh. activation, % at 3 µM. 0.4% of 360,000 active. AID 624126;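 active means activation above its plate's cutoff, the mean activation of sample wells plus 3 SD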; further: some results filed as inactive read as strong as hits
# * marks the source's active call; other numbers are inactive results.
SMILES,CHO-K1 Ca ag,M5 antag,M4 antag,CHO-K1 Ca PAM,CHRM5 PAM,M4 ag,CHRM5 agonist,CHO-K1 Ca antag,M4 PAM
COC(=O)C1CCN(S(=O)(=O)Cc2ccccc2)CC1,0.1,4,5,19,-6,0,1,-8,1
COc1ccc(N/C=C2\CCc3ccccc3C2=O)cc1,2.0,1,-4,10,-2,3,-3,-9,7
COc1ccc(S(=O)(=O)NC2CCCCC2)cc1F,0.9,0,3,5,6,2,-3,-2,-8
COc1cc(-c2ccc3c(=O)c4ccccc4sc3c2)cc(OC)c1OC,0.0,11,-6,14,0,-1,1,-8,13
CN(CCc1cn[nH]c1)Cc1nc(Cc2ccccc2F)no1,0.9,0,-2,11,5,2,2,-4,0
CC1CCCCC1NC(=O)CSc1nnc(-c2ccco2)n1C (configuration not stated),0.4,2,-4,15,7,2,3,-13,9
CSCCC(NC(=O)c1ccc(Br)cc1)C(=O)O (configuration not stated),0.9,4,5,6,0,1,-3,-9,2
CCOc1cccc2sc(NC(=O)CCS(=O)(=O)c3ccccc3)nc12,4.1,-4,-5,-3,5,9,0,3,10
CC(NC(=O)c1ccnc(C(C)(C)C)c1)c1ccccc1 (configuration not stated),0.9,-2,14,14,2,2,2,-5,5
Cc1ccc(/C(O)=C2/C(=O)C(=O)N(c3ccccn3)C2c2ccc(F)cc2)cc1 (configuration not stated),0.3,16,7,14,0,-1,-11,-9,-10
COc1ccc(N(CC(=O)Nc2ccccc2SC)S(C)(=O)=O)cc1OC,0.4,-2,5,16,3,0,-2,1,1
CC/C(=C\C(=O)c1ccncc1)Nc1ccc(Br)cc1,0.2,5,11,6,0,0,1,5,-6
O=S(=O)(c1ccccc1)N1CCN(Cc2ccc(Cl)cc2)CC1,1.7,10,13,13,-4,0,-10,-6,-6
O=C1c2ccccc2C(=O)N1CCc1nc2ccccc2c(=O)n1Cc1ccco1,2.1,-3,-10,20,-1,4,-1,-12,4
C=CCOc1ccc(-c2nc3c(c(=O)[nH]c(=O)n3CCCC)n2C)cc1Br,-0.3,8,6,-19,-1,1,-2,1,-4
Fc1ccc(Oc2cc(N3CCOCC3)nc(-c3ccccc3)n2)c(F)c1,-0.2,18,-3,-6,3,0,-3,6,16
Cc1cccc(-c2cc(C(=O)Nc3cccnc3)c3ccccc3n2)c1,4.4,-2,2,-4,-10,10,1,6,-10
COC(=O)c1ccc(COc2ccc(NC(C)=O)cc2)o1,2.5,0,5,10,2,1,-1,-10,8
Cc1ccc(NC(=O)CSCC(=O)Nc2sccc2C#N)cc1,0.7,0,-6,-3,4,2,3,12,7
CCCC(=O)Nc1ccc(C(=O)Nc2cccc(OC)c2)cc1,0.4,5,-7,4,-12,3,-1,1,-6
COCCCn1c(C(C)C)nc2oc3cc(OC)ccc3c(=O)c2c1=O,0.2,4,5,-6,1,0,0,14,-5
COc1ccccc1N1CCN(C2CCCN(C(=O)c3ccccn3)C2)CC1 (configuration not stated),1.4,9,-2,31,-2,3,-6,-16,4
CCCCN(C(=O)Cn1nnc2ccccc21)C(C(=O)NCCOC)c1ccc(OC)cc1OC (configuration not stated),0.3,11,3,20,-1,0,-5,-12,-4
O=C(NC(Cc1c[nH]c2ccccc12)C(=O)O)/C(=C\c1ccc2c(c1)OCO2)NC(=O)c1ccccc1 (configuration not stated),0.5,-3,3,11,8,1,2,-8,1
CC1CCN(c2ccc3nnc(CCC(=O)N4CCCCC4)n3n2)CC1,-1.2,4,-2,8,-2,-1,-2,2,4
# The results go on.
SMILES,CHO-K1 Ca ag,M5 antag,M4 antag,CHO-K1 Ca PAM,CHRM5 PAM,M4 ag,CHRM5 agonist,CHO-K1 Ca antag,M4 PAM
O=S(=O)(Nc1ccc(OC(F)F)cc1)c1ccc(-c2ccon2)s1,6.3,10,-4,-20,-12,13,2,-3,-6
Cc1cc(=O)n2nc(N3CCC(C(=O)NC(C)c4ccccc4)CC3)sc2n1 (configuration not stated),0.1,2,2,12,0,0,1,0,2
COc1ccccc1-c1cc(C(F)(F)F)nc(N2CCCC2)n1,0.0,1,3,11,6,0,-3,-15,14
COc1cc(/C=C/C(=O)N2CCOCC2)ccc1OCc1ccccc1,1.6,5,-3,13,-10,4,-1,2,3
CC(C)(C)C1CCC(=NNC(=O)c2ccco2)CC1 (configuration not stated),1.8,-3,2,21,3,1,-4,-15,4
O=C(Nc1ccc2c(c1)OCO2)C1Cc2c(-c3ccc4c(c3)OCO4)ccnc2O1 (configuration not stated),3.9,-1,-8,13,-1,6,-1,-11,-1
CC1CC(=O)Nc2ccccc2N1C(=O)CSc1nnnn1C (configuration not stated),0.3,-3,-10,5,13,1,1,-15,9
CCn1cc(C(=O)N[C@@H](C)C(=O)NCCCn2ccnc2)c(=O)c2cc3c(cc21)OCO3,0.1,14,4,14,-2,-1,-3,-12,4
O=[N+]([O-])c1cccc(CNc2ccc3c(c2)CCC3)c1,0.7,-13,-6,17,-6,-3,-6,-14,-13
C/C(=N\NC(=O)c1cc2ccccc2cc1O)c1ccccn1,-0.5,-14,-6,-2,12,3,0,-15,11
O=C(CC(=O)N/N=C\c1ccc(F)cc1)NCCc1ccccc1,0.7,-4,-1,5,-4,2,0,-10,-3
COC(=O)c1ccc(COC(=O)c2ccccc2OC)cc1,0.5,-9,-5,7,-5,0,-5,-2,-4
COCCN(CCOC)S(=O)(=O)c1ccc(C(=O)Nc2nnc(C3CC3)o2)cc1,0.3,-2,-14,3,7,1,-4,-1,6
CCCSc1nnc(NC(=O)c2nc(SC)ncc2Cl)s1,-0.2,1,11,1,2,0,3,-9,-2
CCOC(=O)c1c(NC(=O)CCC(=O)N(CC)CC)sc2c1CC(C)(C)OC2,3.3,1,-16,21,0,3,0,-15,11
C=CCNC(=S)N1CCN(c2ccccc2Cl)CC1,1.0,-8,-5,-7,-5,1,-3,-8,1
Cc1cccc(OCC(=O)Nc2ccc(N3CCCC3)cc2)c1C,0.3,-3,3,15,1,1,-1,-17,-7
Cc1cccc(N2CC(=O)N(c3cccc(C)c3)CC2=O)c1,1.0,1,-3,-6,-11,1,0,15,3
C=C1CSc2nc(=O)c3c(C)c(C)sc3n21,-0.1,4,-4,12,2,0,-5,-11,2
O=C(NCc1ccccc1)c1cc(C2COCCN2S(=O)(=O)c2cccs2)on1 (configuration not stated),1.1,-1,-15,9,-3,2,2,2,7
O=C(NCC(=O)N1CCN(S(=O)(=O)c2c(F)cccc2F)CC1)c1ccccc1F,0.7,-2,-8,-4,1,1,2,-7,5
COc1ccc(-c2[nH]ncc2CN(C)Cc2cccnc2)c(F)c1,0.6,-5,-4,11,-5,1,-3,-8,-5
Cc1ccc(S(=O)(=O)N(C)C[C@H]2OCCCC[C@@H](C)Oc3ccc(NC(=O)Cc4ccccc4)cc3C(=O)N([C@H](C)CO)C[C@@H]2C)cc1,1.0,2,-14,6,3,0,-2,-2,4
O=C1OC=NC1=Cc1ccccc1,1.7,13,-4,17,0,1,1,-17,-1
CC1(CO)COC(c2ccccc2)=N1 (configuration not stated),0.9,6,-7,5,4,0,-4,-15,5
# Next results:
SMILES,CHO-K1 Ca ag,M5 antag,M4 antag,CHO-K1 Ca PAM,CHRM5 PAM,M4 ag,CHRM5 agonist,CHO-K1 Ca antag,M4 PAM
COc1ccc([C@@H]2C[C@H](c3ccccc3)Oc3cc(C)cc(C)c32)cc1,0.2,3,-7,10,6,0,7,-14,7
CCCc1cc(=O)[nH]c(SCC(=O)NCCC2=CCCCC2)n1,0.0,-4,-3,5,0,1,-3,-5,9
O=C(CCc1ccccc1)Nc1cccc([N+](=O)[O-])c1,5.9,-4,9,8,-3,1,-3,-7,-5
Nc1[nH]nc2nc(NCc3ccccc3)c3c(c12)CCN(Cc1ccccc1)C3,2.3,3,-3,15,-2,6,-2,-20,5
CCN(CC)c1ccc(NC(=O)c2ccc3c(c2)OCO3)c(C)c1,1.8,5,-10,17,-1,1,-5,-9,-1
COCCNC(=S)N1CCN(c2nc3ccccc3s2)CC1,3.8,2,-12,12,3,4,4,-9,-2
COc1ccc(N2CCN(C(=O)COC(=O)CCc3ccccc3OC)CC2)cc1,2.8,-2,-11,2,-6,4,5,-5,-3
COC(=O)/C=C1/S/C(=N/NC(=O)c2ccccc2C)NC1=O,-0.2,-1,-7,14,0,0,-1,3,0
COc1ccccc1CCc1nnc(CCC(=O)NCC2CCCO2)o1 (configuration not stated),0.9,0,-1,17,-2,0,-3,-11,3
CCCC(c1nnnn1Cc1ccc(F)cc1)N1CCN(CC)CC1 (configuration not stated),0.1,5,7,-14,-2,1,-9,11,-1

# Ordered by molar mass (low to high): part of the list above.
SMILES,CHO-K1 Ca ag,M5 antag,M4 antag,CHO-K1 Ca PAM,CHRM5 PAM,M4 ag,CHRM5 agonist,CHO-K1 Ca antag,M4 PAM
O=C1OC=NC1=Cc1ccccc1,1.7,13,-4,17,0,1,1,-17,-1
CC1(CO)COC(c2ccccc2)=N1 (configuration not stated),0.9,6,-7,5,4,0,-4,-15,5
O=C(CCc1ccccc1)Nc1cccc([N+](=O)[O-])c1,5.9,-4,9,8,-3,1,-3,-7,-5
COC(=O)/C=C1/S/C(=N/NC(=O)c2ccccc2C)NC1=O,-0.2,-1,-7,14,0,0,-1,3,0
CCN(CC)c1ccc(NC(=O)c2ccc3c(c2)OCO3)c(C)c1,1.8,5,-10,17,-1,1,-5,-9,-1
CCCc1cc(=O)[nH]c(SCC(=O)NCCC2=CCCCC2)n1,0.0,-4,-3,5,0,1,-3,-5,9
COCCNC(=S)N1CCN(c2nc3ccccc3s2)CC1,3.8,2,-12,12,3,4,4,-9,-2
COc1ccc([C@@H]2C[C@H](c3ccccc3)Oc3cc(C)cc(C)c32)cc1,0.2,3,-7,10,6,0,7,-14,7
CCCC(c1nnnn1Cc1ccc(F)cc1)N1CCN(CC)CC1 (configuration not stated),0.1,5,7,-14,-2,1,-9,11,-1
Nc1[nH]nc2nc(NCc3ccccc3)c3c(c12)CCN(Cc1ccccc1)C3,2.3,3,-3,15,-2,6,-2,-20,5
COc1ccc(N2CCN(C(=O)COC(=O)CCc3ccccc3OC)CC2)cc1,2.8,-2,-11,2,-6,4,5,-5,-3
O=C(NCC(=O)N1CCN(S(=O)(=O)c2c(F)cccc2F)CC1)c1ccccc1F,0.7,-2,-8,-4,1,1,2,-7,5
Cc1ccc(S(=O)(=O)N(C)C[C@H]2OCCCC[C@@H](C)Oc3ccc(NC(=O)Cc4ccccc4)cc3C(=O)N([C@H](C)CO)C[C@@H]2C)cc1,1.0,2,-14,6,3,0,-2,-2,4

# As a working copy, some entries already given.
SMILES,CHO-K1 Ca ag,M5 antag,M4 antag,CHO-K1 Ca PAM,CHRM5 PAM,M4 ag,CHRM5 agonist,CHO-K1 Ca antag,M4 PAM
COc1ccccc1CCc1nnc(CCC(=O)NCC2CCCO2)o1 (configuration not stated),0.9,0,-1,17,-2,0,-3,-11,3
CCCC(c1nnnn1Cc1ccc(F)cc1)N1CCN(CC)CC1 (configuration not stated),0.1,5,7,-14,-2,1,-9,11,-1

# Bioassay records: PubChem, The Scripps Research Institute Molecular Screening Center
